# Source: PubChem BioAssay
# Pol kappa inh – DNA polymerase kappa (human) inhibition | Q9UBT6 | purified Pol kappa, fluorescent DNA synthesis assay, 10 min | Potency, µM (series often up to 107 µM), for inactives: top-dose activity, negative = inhibition, usual class: inhibitors | 400,000 compounds, 0.53% hits | AID 588579; also: % is scaled to controls: 0 for no effect and ±100 for the full control effect
#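 Fluorescent qHTS in 1536-well format: enzyme (10 nM) and compound sat 15 min at room temperature before 50 nM substrate (final) was added. Signal taken at 0 and 10 min; no-enzyme buffer wells were negative controls.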
# Apoferritin bind – binds horse apoferritin like a general anesthetic; P02791; apoferritin/1-aminoanthracene competitive binding, fluorescence; Potency, µM (top dose mostly 77.5 µM), without a hit: at the highest dose activity change, negative = displacement, usual class: inhibitors; 350,000 compounds, 0.074% hits; AID 485281; also: % is scaled to controls: 0 for no effect and ±100 for the full control effect; nearly all actives have a fitted effect of over 20% in size
#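 In PBS, apoferritin at 10 uM is loaded with 1-AMA from a 50% saturated solution. After 10 min of compound exposure at ambient temperature, reduced 535 nm fluorescence indicates probe displacement.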
# BAZ2B inh – inhibitors of human BAZ2B bromodomain; Q9UIF8; AlphaScreen BAZ2B-H3K14Ac peptide displacement; Potency, µM (titrated, usually from 114 µM), without a hit: at the top dose activity change, negative = inhibition, actives largely listed as inhibitors; 360,000 compounds, 4.4% hits; AID 504333; also: % is scaled to controls: 0 for no effect and ±100 for the full control effect; nearly all actives have a fitted effect of over 60% in size
#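 AlphaScreen displacement: compounds (up to 110uM) incubated 30 min at room temperature with a preformed 50 nM BAZ2B/50 nM biotinylated H3K14Ac peptide complex in PBS pH 7.4 with Tween-20. Donor and acceptor beads at 10 ug/mL final added, 20 min light-protected before reading.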
# Pol iota inh – DNA polymerase iota (human) inhibition; Q9UNA4; Pol iota fluorescent replication assay, 10 min; Potency, µM (doses to about 115 µM), for the others: top-dose activity, negative = inhibition, usual class: inhibitors; 390,000 compounds, 1% hits; AID 588590
#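 Pol iota at 10 nM preincubated 15 min with compounds at room temperature; reaction started with fluorescent substrate, 50 nM final. Fluorescence read kinetically at 0 and 10 min; buffer-only wells as negative control.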
# G9a block – G9a (human) methyltransferase inhibition; Q96KQ7; G9a H3K9 monomethylation, AlphaScreen, 2 h; Potency, µM (doses to about 102 µM), inactives show at the highest dose activity, negative = inhibition, most hits filed as inhibitors; 350,000 compounds, 8.8% hits; AID 504332; also: % is scaled to controls: 0 for no effect and ±100 for the full control effect; nearly all actives have a fitted effect of over 75% in size
# Target sequence (Q96KQ7 913-1193 limits assumed): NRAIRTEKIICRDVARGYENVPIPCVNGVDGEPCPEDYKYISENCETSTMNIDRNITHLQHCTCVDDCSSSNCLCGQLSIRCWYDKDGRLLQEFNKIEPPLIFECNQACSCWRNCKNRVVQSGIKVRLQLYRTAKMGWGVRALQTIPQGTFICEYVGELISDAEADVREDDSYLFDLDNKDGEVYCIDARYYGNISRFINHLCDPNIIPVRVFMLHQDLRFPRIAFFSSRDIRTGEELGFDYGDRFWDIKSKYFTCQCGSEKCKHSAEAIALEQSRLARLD
#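 G9a (20 nM) was preincubated 15 min with compound, then reacted 2 h at room temperature with 500 nM biotin-H3K9 peptide and 20 µM SAM. Monomethyl-H3K9 detected by AlphaScreen using anti-H3K9me1 antibody.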
# Pol eta inh – blocks human DNA polymerase eta activity | 390,000 compounds, 1.2% hits | recombinant Pol eta, fluorescent DNA replication assay | Q9Y253 | Potency, µM (top dose mostly 114 µM), for inactives: at the highest dose activity change, negative = inhibition, most hits filed as inhibitors; also: % is scaled to controls: 0 for no effect and ±100 for the full control effect
# Target sequence (Q9Y253 whole entry, looked up): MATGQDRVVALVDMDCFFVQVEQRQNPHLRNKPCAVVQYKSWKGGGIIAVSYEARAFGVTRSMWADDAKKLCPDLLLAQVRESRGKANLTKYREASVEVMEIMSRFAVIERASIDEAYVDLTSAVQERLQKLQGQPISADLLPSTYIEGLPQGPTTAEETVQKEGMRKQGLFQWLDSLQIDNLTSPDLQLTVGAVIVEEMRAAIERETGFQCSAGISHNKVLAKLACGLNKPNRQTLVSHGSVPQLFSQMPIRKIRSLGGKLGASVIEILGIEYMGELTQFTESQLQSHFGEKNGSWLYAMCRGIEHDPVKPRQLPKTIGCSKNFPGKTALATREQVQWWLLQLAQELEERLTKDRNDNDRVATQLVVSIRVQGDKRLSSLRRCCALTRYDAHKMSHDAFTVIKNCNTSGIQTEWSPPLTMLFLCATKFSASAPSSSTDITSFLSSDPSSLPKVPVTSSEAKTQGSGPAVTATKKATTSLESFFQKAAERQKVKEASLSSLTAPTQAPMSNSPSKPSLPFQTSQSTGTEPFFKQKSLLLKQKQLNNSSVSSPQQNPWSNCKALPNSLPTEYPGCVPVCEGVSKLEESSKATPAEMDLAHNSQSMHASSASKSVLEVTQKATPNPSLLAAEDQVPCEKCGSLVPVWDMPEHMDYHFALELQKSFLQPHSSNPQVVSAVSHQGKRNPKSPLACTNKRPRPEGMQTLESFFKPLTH
#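 Fluorescent replication assay: 50 nM final substrate added after a 15 min room-temperature compound preincubation with 10 nM enzyme. Signal taken at 0 min and again at 10 min.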
# Pol beta inh – inhibitors of human DNA polymerase beta; P06746; Pol beta primer extension/strand displacement, fluorescence kinetic; Potency, µM (series often up to 114 µM), inactives show at the highest dose activity change, negative = inhibition, actives largely listed as inhibitors; 340,000 compounds, 1.3% hits; AID 485314; also: % is scaled to controls: 0 for no effect and ±100 for the full control effect
#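 Values derive from four-parameter Hill fits of normalized kinetic data: reads at 0 and 10 min following addition of 50 nM substrate to 10 nM Pol beta preincubated 15 min with compound.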
# APEX1 inh – inhibitors of human APE1 endonuclease | P27695 | recombinant APE1, TAMRA/BHQ-2 abasic DNA cleavage fluorescence | Potency, µM (titrated, usually from 65.8 µM), for inactives: top-dose activity change, negative = inhibition, hits mostly inhibitors | 350,000 compounds, 0.35% hits;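 also: plate controls were vehicle for no effect and reference inhibitor for full effect; nearly all actives have a fitted effect of over 55% in size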
#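 Endonuclease cleavage of a quenched abasic-site DNA duplex (50 nM) by APE1 (0.75 nM) was tracked by TAMRA dequenching. Compounds were preincubated with enzyme 15 min at room temperature; data normalized to buffer-only and DMSO wells plus NSC13755 control.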
# BLM helicase inh – Bloom syndrome helicase (human) inhibition; P54132; recombinant BLM DNA unwinding, fluorescence dequenching; Potency, µM (highest dose often 56.1 µM), inactives show top-dose activity change, negative = inhibition, hits mostly inhibitors; 350,000 compounds, 0.2% hits; AID 2528;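 also: plate controls were vehicle for no effect and no enzyme for full effect; nearly all actives have a fitted effect of over 35% in size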
# * = called active by the depositor; u = inconclusive; x = not tested or not shown; & = joins results of further samples; [ ] = dose if it differs, or a comment. Calls follow the shape of the dose curve; as a rule, active = well fitted curve in the direction sought with a large enough effect; inconclusive = small, poorly fitted or top-dose-only effect, or another doubt; inactive = no such curve, though single readings can be large; an effect the other way counts as inactive or inconclusive. Potency is read from the fitted curve at half-maximal effect. The list is partial. The share of hits here may be higher or lower than overall.
# Each structure is followed by: BAZ2B inh, BLM helicase inh, Pol eta inh, Pol kappa inh, APEX1 inh, Pol beta inh, Pol iota inh, Apoferritin bind, G9a block
- CC1(C)Oc2ccc3ccc(=O)oc3c2[C@H](O)[C@H]1O
    -6%, x, -1%, 8%, 41%, x, 5%, x, 5%[2.33 µM]
- Cc1ccc(C)c(-n2c(SCC(=O)NCC3CCCO3)nnc2-c2ccoc2C)c1 (stereo unspecified)
    -3%, -4%, -11%, -3%, 13%, 25%, 33%[activator], -16%, u
- O=C(Nc1cccnc1)c1cc(S(=O)(=O)N2CCCCC2)c(Cl)cc1Cl
    -1%, -6%, -13%, -1%, 26%, 19%, 126%[activator], 1%, 21%
- CCC(=O)N1CCc2cc(Br)cc(S(=O)(=O)CCC(=O)Nc3ccc(Cl)cc3)c21
    -2%, -1%, -13%, 6%, x, u, 12%, -8%, -4%[59 µM]
- COc1ccc(CN2C(=O)C(O)(CC(=O)c3ccc4c(c3)OCO4)c3ccccc32)cc1OC (stereo unspecified)
    -4%, -3%, -9%, -6%, 26%, 36%, 3%, u, u
- CC(=O)N(C(C)=O)c1ncnc2c1c(-c1ccc(Cl)cc1)nn2C(C)(C)C
    -12%, -3%, -22%, -9%, -3%, -14%, 119%[activator], -17%, x
- Cc1ccc(S(=O)(=O)c2cnc(SC(C)C(=O)Nc3ccccc3)[nH]c2=O)cc1 (stereo unspecified)
    -1%, -2%, -10%, 2%, x, 16%, u, -4%, 0%[59 µM]
- COc1cccc(N2CCN(C(=O)CC(C)(C)CC3=NS(=O)(=O)c4ccccc4N3)CC2)c1
    -27%, -1%, -8%, 3%, 53%[activator], 0%, 15%, 5%, 9%
- COc1ccc(N2CCN(C(=O)c3sc4ncn(CC(=O)N5CCCCC5)c(=O)c4c3C)CC2)cc1
    -22%, -2%, 5%, -8%, 20%, 10%, 18%, -11%, u
- O=C(O)c1ccc(/C=C2/SC(=S)N(c3cccc(C(F)(F)F)c3)C2=O)cc1
    x, -14%, x, -8%[12 µM], 20%, x, x, -12%, x
- Cn1c(=O)[nH]c(=O)c2c1nc(CN1CCN(c3cccc(Cl)c3)CC1)n2CCCc1ccccc1
    1%, -1%, -12%, -9%, -3%, -7%, -3%, 4%, u
- CC(C)(C)c1cc(C(=O)N/N=C/c2ccc(-c3ccccc3[N+](=O)[O-])o2)n[nH]1
    u, -20%, -24%, -3%, 20%, 6%, 48%[activator], -14%, 40µM*
- CCn1cc(/C=C(\NC(=O)c2ccccc2F)C(=O)N2CCCC2)c2ccccc21
    u, 0%, -10%, -6%, 13%, 19%, 26%, -5%, -18%
- O=C(O)Cc1sc(Nc2ccc(F)cc2)nc1-c1cccs1
    u, -3%, -11%, -27%, 3%, 7%, 2%, -13%, 8.9µM*
- Cn1c(Cc2ccccc2)nnc1SCC(=O)N1CCOCC1
    11%, -11%, -12%, -11%, 5%, 2%, 11%, 38%[activator], 11%[2.33 µM]
- COc1ccc(-c2nc(-c3cccc(C)c3)[nH]c(=O)c2C#N)cc1
    14%, -3%, -8%, 3%, 15%, 21%, 18%, -7%, 27%[59 µM]
- Nn1cc(-c2ccccc2)nc1SCC(=O)N1CCN(S(=O)(=O)c2ccccc2)CC1
    u, -2%, -18%, -3%, -3%, -13%, 14%, -12%, 25µM*
- CCOC(=O)[C@H]1[C@H]2COc3ccc(Br)cc3[C@@H]2N2C(=O)c3c(C)cc(C)cc3NC(=O)[C@@]12C
    x, x, -27%, -4%, 6%, x, 26%, x, x
- COC(=O)C1=C(C)Nc2ccc(C)cc2S1
    40µM*, 2%, -7%, -4%, 0%, 4%, u, -15%, 40µM*
- Cc1ccc(S(=O)(=O)N(C)c2ccc(C(=O)N(CC(C)C)C3CCS(=O)(=O)C3)cc2)cc1 (stereo unspecified)
    -37%, x, -15%, -18%, 0%, x, 41%[activator], x, -27%
- Cc1c(NC(=O)c2cccc(-c3cc4ccccc4oc3=O)c2)cccc1-c1nc2ncccc2o1
    -29%, -8%, u, u, 5%, -24%, u, -12%, u
- Cc1ccc2nc(CSc3nnc(Nc4ccccc4C)s3)cc(=O)n2c1
    0%, -5%, u, -14%, 15%, 20%, -16%, -1%, u
- C[N+](C)(CCCOc1ccccc1)c1ccccc1
    x, 1%[21.4 µM], x, -8%[12 µM], 2%[21 µM], x, x, 2%[29.3 µM], 6%[21.5 µM]
- Cc1ccc(C)n1-c1ccc(NC(=O)c2ccccc2)cc1
    -31%, 1%, -4%, -8%, 3%, -11%, 27%, 7%, -14%[59 µM]
- CCOC(=O)c1c(/N=C/C2C(=O)CCCC2=O)sc2c1CCCC2
    6%, 5%, -19%, -2%, -3%, 1%, -11%, -14%, u
- CC(OC(=O)Cn1[nH]c(=O)c2ccccc2c1=O)C(=O)Nc1cccc(Cl)c1 (stereo unspecified)
    26%, x, -5%, -7%, 3%, x, 4%, x, 15%[2.33 µM]
- O=C(Nc1ccc2c(c1)OCCO2)c1ccc2nccnc2c1
    -21%, 1%, -6%, -12%, 0%, -2%, 17%, u, -25%
- Cc1nn(C)c(C)c1NC(=O)CSc1nc(C2CC2)nc2c1cnn2-c1ccccc1
    8%, 0%, -1%, 2%, 9%, 7%, 9%, -3%, 3%[59 µM]
- CCCn1c(N)c(C(=O)CSc2nnc(-c3ccco3)n2Cc2ccccc2)c(=O)[nH]c1=O
    -5%, -8%, -14%, 0%, -2%, -6%, 24%, -16%, -4%[59 µM]
- Cc1nc2sc(C(c3ccco3)N3CCN(C(c4ccccc4)c4ccccc4)CC3)c(O)n2n1 (stereo unspecified)
    u, 1%, -7%, -13%, 3%, u, -15%, -13%, 25µM*
- Cc1ccc(C)c(NC(=O)CN(C)C(=O)c2ccc3c(=O)n4c(nc3c2)CCC4)c1
    -4%, x, -20%, -2%, -17%, x, 24%, x, u
- C=CCN1C(=O)C(Cc2ccc(F)cc2)S/C1=N/N=C/c1cccs1 (stereo unspecified)
    11%, -6%, -17%, -2%, -4%, 13%, -15%, -13%, -3%
- COC(=O)c1cn(NC(=O)Cn2nc([N+](=O)[O-])c(Cl)c2C)c(=O)c2ccccc12
    -3%, -12%, -17%, -2%, 3%, 2%, 159%[activator], -1%, 27%
- Cc1ccnc(SCC(=O)c2cccc([N+](=O)[O-])c2)n1
    -26%, 2%, -24%, 0%, 4%, -1%, 19%, -14%, 22µM*
- O=C(O)CSCC(=O)NCc1ccc(Cl)cc1Cl
    -22%, 1%, -5%, -5%, -4%, 27%, -12%, -4%, -12%
- O=C(NCCc1nnc2ccc(NCc3ccccc3Cl)nn12)c1ccccc1
    x, 0%, 8%, -4%, 25%, -21%, -19%, -3%, u
- COc1ccc(Cl)cc1NC(=O)CN(C)C(=O)c1ccc(COc2ccccc2)cc1
    4%, x, -7%, -14%, -14%, x, 43%[activator], x, 2%
- CCc1ccc(-n2nc3cc(C)c(N)cc3n2)cc1
    32µM*, -5%, -3%, -16%, 18%, 3%, 82%[activator], 140%[activator], 1.1µM*
- CCC(=O)Nc1ccc(S(=O)(=O)Nc2c(C)nc3nc[nH]n3c2=O)cc1
    3%, 0%, -21%, 2%, 20%, 4%, 149%[activator], 0%, -64%
- O=c1nc2c(-c3cccc(Br)c3)n[nH]n2c2ccccc12
    -4%, -3%, -1%, -17%, -18%, 1%, -12%, -5%, 5%

# The closing 2 compounds of the part above lead into the next.
# Each structure is followed by: BAZ2B inh, BLM helicase inh, Pol eta inh, Pol kappa inh, APEX1 inh, Pol beta inh, Pol iota inh, Apoferritin bind, G9a block
- CCC(=O)Nc1ccc(S(=O)(=O)Nc2c(C)nc3nc[nH]n3c2=O)cc1
    3%, 0%, -21%, 2%, 20%, 4%, 149%[activator], 0%, -64%
- O=c1nc2c(-c3cccc(Br)c3)n[nH]n2c2ccccc12
    -4%, -3%, -1%, -17%, -18%, 1%, -12%, -5%, 5%
- Cc1ccccc1OCCn1c(=O)oc2ccccc21
    70%[activator], -4%, -9%, 0%, 0%, u, 2%, -7%, 15%[59 µM]
- CC(O)CSc1nc2c(c(=O)[nH]c(=O)n2C)n1Cc1ccccc1 (stereo unspecified)
    5%, -2%, -1%, 16%, 16%, -3%, 13%, 2%, 10%
- COC(=O)c1cccc(C23CC4(C2)[C@H](CN(Cc2ccc(C(F)(F)F)cc2)[C@@H]4c2ccccc2)C3c2ccccc2)c1 (stereo partly specified)
    -5%, 0%&-2%, -1%, 7%, 1%&3%, 21%, 8%, -6%&0%, 13%[12.7 µM]
- CCNC(=O)OCCC12CC3CC(CC(C3)C1)C2
    4%, -5%, -9%, -1%, 3%, -22%, 11%, u, 72%[activator][59 µM]
- CN(Cc1ccccc1)Cc1nc2c(c(=O)n(C)c(=O)n2C)n1CCCc1ccccc1
    -4%, 0%, 10%, -9%[60.1 µM], 2%, 2%, -4%, 8%, 17%[59 µM]
- COc1ccc2cc(C(=O)N3CCN(c4cccc(C)c4C)CC3)[nH]c2c1
    -28%, -6%, -21%, 0%, 19%, 16%, 40%[activator], -7%, u
- COc1ccnc(Oc2ccccc2)c1C(=O)N/C=N/OCc1ccccc1F
    0%, -2%, -20%, 0%, 8%, 48%, 63%[activator], -16%, x
- O=C(NNC(=O)c1ccc([N+](=O)[O-])cc1)c1ccc(NS(=O)(=O)c2cccs2)cc1
    x, x, -20%, 0%, 0%, x, 9%, x, x
- COc1cc(C2C(C(C)=O)=C(O)C(=O)N2CCN(C)C)ccc1O (stereo unspecified)
    1%, 1%, 11%, 13%, 13%, 40%, 0%, -10%, 16%[59 µM]
- Cc1ccc(SCC2CNc3nc4ccccc4c(=O)n32)c(C)c1 (stereo unspecified)
    4%, 0%, -19%, 1%, 1%, 4%, 8%, -14%, 28%[0.501 µM]
- CCN(CC(=O)NCc1cccs1)S(=O)(=O)c1cccc(C(C)=O)c1
    -5%, 2%, -5%, -10%, 3%, 1%, -11%, -9%, -11%[59 µM]
- Cc1ccccc1C(=O)Nc1ccnn1C1CCN(C(=O)C2CCOC2)CC1 (stereo unspecified)
    2%, 0%, -21%, -19%, 20%, 29%, 20%, -6%, 30%
- COc1ccc(-c2c(S(=O)(=O)c3ccccc3)cnn2-c2ccccc2)cc1
    -20%, -10%, -18%, -5%, u, -6%, -9%, -2%, 1%[59 µM]
